Screening results deposited in PubChem by National Center for Advancing Translational Sciences (NCATS).
AmpC inh no detg: qHTS Inhibitors of AmpC Beta-Lactamase (assay without detergent) | AmpC nitrocefin hydrolysis, absorbance 480 nm, 0.0001% Triton | 0.52% of 330,000 active | P00811 | Potency, µM (top dose mostly 57.1 µM), for the others: top-dose activity change, negative = inhibition, usual class: inhibitors;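 further: potency means the concentration at half of the fitted maximal effect; plate controls were no compound for no effect and no enzyme for full effect; nearly all actives have a fitted effect of over 20% in size; some results filed as inactive show a strong effect at the top dose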
Target sequence (P00811 whole entry, looked up): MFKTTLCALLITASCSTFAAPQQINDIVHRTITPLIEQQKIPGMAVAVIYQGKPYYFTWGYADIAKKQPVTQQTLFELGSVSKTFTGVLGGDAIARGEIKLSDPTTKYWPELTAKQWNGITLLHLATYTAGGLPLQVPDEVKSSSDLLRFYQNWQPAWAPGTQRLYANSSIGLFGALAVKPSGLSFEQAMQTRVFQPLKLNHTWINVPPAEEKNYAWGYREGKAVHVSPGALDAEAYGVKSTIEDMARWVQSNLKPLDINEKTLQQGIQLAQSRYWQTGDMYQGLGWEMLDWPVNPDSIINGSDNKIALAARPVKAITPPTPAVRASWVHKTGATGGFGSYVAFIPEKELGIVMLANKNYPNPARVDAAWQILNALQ
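20 mM phosphate pH 7.0 + 0.01% (detergent screen) or 0.0001% Triton X-100; 5.3 nM AmpC reagent; cpd preinc 15 min RT; nitrocefin (800 uM stock) to start; A480 q20 s × 4 min; Activity was normalised to no-enzyme and no-compound control wells.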
Sm TGR block: qHTS Assay for the Inhibitors of Schistosoma Mansoni Peroxiredoxins; Schistosoma mansoni thioredoxin glutathione reductase (TGR), Q962Y6; purified TGR, DTNB reduction, TNB absorbance 405 nm; Potency, µM (titrated, usually from 114 µM), without a hit: top-dose activity change, negative = inhibition, usual class: inhibitors; 3% of 360,000 active; AID 485364, 2010; further: potency means the concentration at half of the fitted maximal effect; nearly all actives have a fitted effect of over 60% in size
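Kinetic colorimetric format: TGR-catalysed, NADPH-driven DTNB reduction monitored via TNB absorbance. Enzyme dispensed at 20 nM; compound exposure 15 min at room temperature before reaction start.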
HCV inh: qHTS Assay for Inhibitors of Hepatitis C Virus (HCV) | 3.4% of 340,000 active | Huh7.5.1 HCVcc-Cre infection, luciferase reporter, 44 h | Potency, µM (titrated, usually from 41.8 µM), for inactives: at the top dose activity change, negative = inhibition, usual class: inhibitors | AID 651820, 2012; further: potency means the concentration at half of the fitted maximal effect
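Compounds are dispensed onto cells plated 4 h earlier at 1,000 per well, with HCVcc-Cre virus (about 0.5 moi) added next. Following 44 h of culture, luminescent signal is measured for 15 sec after 15 min with substrate at room temperature.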
HCMV inh: qHTS Assay for inhibitors of the human cytomegalovirus (HCMV) | HFF cells, HCMV-luciferase reporter, 72 h; stronger effect = lower value | activity change, negative = inhibition, % at 57.5 µM | 4.5% of 410,000 active | AID 1259415, 2018; in the data active means activity change below about -60%; inconclusive means no clear call, values can overlap the other calls; inactive means above about -39%
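Two-dose cell screen: HFF monolayers treated with compounds and infected with luciferase-expressing HCMV at 1 PFU/cell, 72 h at 37C, then lysed for luciferase measurement.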
FBPA Giardia inh: qHTS Assay for Inhibitors of Fructose-1,6-bisphosphate Aldolase from Giardia Lamblia | purified Giardia FBPA | Potency, µM (doses to about 59.6 µM), inactives show at the highest dose activity, negative = inhibition, usual class: inhibitors | AID 2451, 2010 | 0.71% of 290,000 active | A8B2U2; further: potency means the concentration at half of the fitted maximal effect; nearly all actives have a fitted effect of over 55% in size
Target sequence (A8B2U2 whole entry, looked up): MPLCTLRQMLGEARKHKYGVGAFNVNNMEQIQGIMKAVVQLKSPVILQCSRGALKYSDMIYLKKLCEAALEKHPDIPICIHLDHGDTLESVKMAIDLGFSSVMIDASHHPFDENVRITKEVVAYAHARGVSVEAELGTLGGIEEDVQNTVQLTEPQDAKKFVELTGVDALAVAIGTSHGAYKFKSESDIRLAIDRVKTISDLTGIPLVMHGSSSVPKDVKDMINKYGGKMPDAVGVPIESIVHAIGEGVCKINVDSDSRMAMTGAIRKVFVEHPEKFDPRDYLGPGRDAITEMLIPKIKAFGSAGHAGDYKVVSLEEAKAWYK
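Giardia FBPA (40 nM reagent) was preincubated 10 min at RT with compound (up to 57.5 uM final), then substrate plus GAPDH/TPI/NAD/arsenate coupling system with diaphorase/resazurin was added; resorufin fluorescence (525/598 nm) was read after 20 min.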
AmpC inh detg: qHTS Inhibitors of AmpC Beta-Lactamase (assay with detergent). P00811. AmpC hydrolysis of nitrocefin, absorbance 480 nm, 0.01% Triton. Potency, µM (highest dose often 114 µM), without a hit: top-dose activity change, negative = inhibition, hits mostly inhibitors. 0.041% of 370,000 active. AID 485294, 2010;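 further: potency means the concentration at half of the fitted maximal effect; 0% = no-compound wells and -100% = no-enzyme wells; nearly all actives have a fitted effect of over 25% in size; some results filed as inactive show a strong effect at the top dose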
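20 mM phosphate pH 7.0 + 0.01% (detergent screen) or 0.0001% Triton X-100; 5.3 nM AmpC reagent; cpd preinc 15 min RT; nitrocefin (800 uM stock) to start; A480 q20 s × 4 min; Activity was normalised to no-enzyme and no-compound control wells.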
An asterisk follows results filed as active; ? = inconclusive; / = not tested or not shown; & = joins results of further samples; [ ] = remark or other dose. Unless noted, the call rests on the fitted dose curve; in most records, active means well fitted curve in the direction sought with a large enough effect; inconclusive means small, poorly fitted or top-dose-only effect, or another doubt; inactive means no such curve, though single readings can be large; an effect the other way counts as inactive or inconclusive. Unless noted, on the % scale 0 is the no-effect control and ±100 the full control effect.

Every second line gives: FBPA Giardia inh | Sm TGR block | HCV inh | HCMV inh | AmpC inh detg | AmpC inh no detg
> O=C1CCCN2N=C(SCC(=O)N3CCCCC3)SC2=N1
 : 4% | -1% | 16% | -16 | 7% | -13%
> COc1ccc(-c2noc(CCCC(=O)Nc3ccc(C(N)=O)cc3)n2)cc1
 : -3% | 1% | -2% | -90* | 3% | -18%
> CCn1cnc2c1c(=O)n(CC(=O)Nc1cc(C)on1)c(=O)n2Cc1ccccc1
 : -1% | 0% | -24% | 25 | -6% | -3%
> Cc1ccc2[nH]c(C(=O)O)c(NC(=O)CN3CCN(c4cccc(C)c4C)CC3)c2c1
 : 11% | ? | 9% | 53 | ? | -3%
> Cc1ccc(Nc2ccc(C(=O)O)cc2N)cc1
 : 12% | 3% | 13% | 161 | ? | -21%
> CCOC(=O)c1c(NC(=O)CSc2nnc(-c3cccnc3)n2Cc2ccco2)sc(C)c1C
 : 1% | 0% | ? | -34 | -12% | 147%[activator]
> O=C(CCc1nnc2ccc(NCc3ccco3)nn12)Nc1ccccn1
 : / | -11% | 12% | 55 | -3% | -8%
> Cc1ccc2c(CN3CCN(CCO)CC3)cc(=O)oc2c1C
 : 2% | 1% | -18% | 3 | 1% | -9%
> Cc1cc(NCCCO)n2c(nc3ccccc32)c1C#N
 : -15% | -15% | -11% | -23 | -12% | -20%
> CCN(CC)CCCNc1oc(-c2cccc(Cl)c2)nc1C#N
 : -4% | 2% | ? | 8 | -6% | 24%
> COc1ccc(CNC(=S)Nc2ccccc2)cc1Cl
 : 25% | -35% | ? | 6 | -5% | -36%
> O=C1Cc2ccccc2C(=O)N1c1ccccc1
 : -20% | 43%[activator] | 25% | 33 | 4% | -12%
> Nc1nc(O)c(CC(=O)O)s1
 : -1% | 8% | 21% | 43 | ? | -10%
> CCn1nc(C(=O)NCCc2ccc3c(c2)OCCO3)c2ccccc2c1=O
 : / | / | -7% | 17 | / | -11%
> COc1ccc(/C=N/NC(=O)CSc2nnc(CCCc3ccc(OC)c(C)c3)o2)cc1
 : 0% | 1% | -14% | 3 | -6% | -23%
> O=C(O)c1cc(NS(=O)(=O)c2cccc3nsnc23)cc(C(=O)O)c1
 : -8% | 3% | 13% | -37 | 1% | -4%
> CCCc1cc(C(=O)NNC(=S)NCC)c2ccccc2n1
 : 15% | 19% | 10% | -35 | 6% | -34%
> Cc1ccc(NC(=O)CN2C(=O)N/C(=C\c3cccn3-c3cccc(C(=O)O)c3)C2=O)cc1
 : 2% | -22% | -9% | / | -1% | -21%
> CC1CN(S(=O)(=O)c2cccc3nsnc23)CC(C)O1 (stereo not drawn)
 : 2% | 1% | -6% | -23 | ? | -6%
> CCn1c(SCC(=O)N(C)Cc2ccc(OC)c(F)c2)nc2cc(S(N)(=O)=O)ccc21
 : -11% | 1% | 0% | -12 | ? | -8%
> COC(=O)c1c(C)[nH]c(C(=O)C(Cc2ccccc2)N(C)C)c1C (stereo not drawn)
 : 7% | 3% | 5% | 59 | 4% | 0%
> O=C(CCN1CCOCC1)Nc1ccc2c(c1)CCC2
 : 1% | -22% | ? | 79 | ? | -14%
> CC(OC(=O)c1oc2ccccc2c1COc1ccccc1)C(=O)NC(N)=O (stereo not drawn)
 : 3% | -3% | 4% | 27 | -3% | -18%
> CN(CCCNC(=O)CCC(=O)N1CCOc2ccc(Cl)cc21)Cc1ccccc1
 : -10% | 3% | -24% | ? | -10% | 79%[activator]
> COc1ccc(S(=O)(=O)N2CCOC23CCN(C(=O)c2ccccc2Br)CC3)cc1
 : / | -11% | -11% | ? | -1% | 61%[activator]
> O=C(COC(=O)c1ccc2ncsc2c1)Nc1cc(Cl)ccc1F
 : / | 11% | 12% | 1 | ? | -34%
> O=C1C2C(C(=O)N1Cc1cccnc1)C1C=CC2C12CC2 (stereo not drawn)
 : 1% | 4% | 27% | -20 | -6% | -17%
> CNC(=O)c1c(Cl)cnn1-c1ccc(F)cc1
 : 8% | 14% | 21% | -11 | -3% | 3%
> COc1ccc(OCCOC(=O)C(C)NS(=O)(=O)c2ccc(NC(C)=O)cc2)cc1 (stereo not drawn)
 : / | -6% | -4% | 21 | 2% | -1%
> O=C(c1ccc(Cl)nc1)N1CCC(Cc2ccccc2)CC1
 : 1% | 14% | -1% | -13 | 0% | 39%
> COc1ccc(CCNC(=O)C2CCN(C(=O)c3ccc(Br)cc3)CC2)cc1
 : -1% | 0% | 7% | -19 | -4% | 87%[activator]
> Cc1cc(=O)oc2cc(NC(=O)C(C)Oc3cccc(Cl)c3)ccc12 (stereo not drawn)
 : / | 2% | ? | 82 | -9% | -57%
> CCN(CCO)c1ccc(NC(=S)Nc2cccc(S(=O)(=O)N(C)C)c2)cc1
 : 7.9µM* | 40µM* | ? | -12 | -9% | -22%
> O=C(COc1ccc(Br)cc1Cl)NC(=O)Nc1ccc2c(c1)OCCO2
 : -1% | 8% | -6% | 19 | -13% | -46%
> O=C(Nc1ccc(Cl)cc1F)c1ccc(-n2cncn2)cc1
 : / | -2% | 8% | 8 | -2% | -10%
> COc1ccc(Cl)cc1C(=O)Nc1ccc(Br)c(C)n1
 : 8% | / | -26% | -19 | 1% | -23%
> O=C(c1cccc(Cl)c1Cl)N1CCN(c2ccccn2)CC1
 : -4% | -20% | -1% | -30 | -1% | 13%
> Cc1cc(NC(=O)CSc2ccc(-c3ccc(Br)cc3)nn2)no1
 : / | -1% | -6% | 19 | -7% | -9%
> Cc1ccc2c(c1)C(C)CC(C)(C)N2C(=O)CN1CCN(C)CC1 (stereo not drawn)
 : ? | 1% | -5% | -25 | 3% | 22%
> Cc1cccc(N(CC(N)=O)C2SC(=O)N(Cc3cccc(C(=O)O)c3)C2=O)c1 (stereo not drawn)
 : / | -21% | / | 2 | -7% | /
> COc1ccc(OC)c2[nH]c(=O)c(CCNC(=O)C(=O)c3c(C)[nH]c4ccccc34)cc12
 : 0% | -3% | -21% | -19 | 1% | 15%
> O=C(COc1ccccc1)Nc1cc(C(F)(F)F)ccc1N1CCCC1
 : 0% | 0% | ? | ? | -3% | -16%
> O=C(Nc1cccc(S(=O)(=O)N2CCCCC2)c1)C1CCC1
 : / | 0% | -12% | -23 | 3% | -24%
> CCOC(=O)c1[nH]c(=O)[nH]c1CN(Cc1ccco1)Cc1[nH]c(=O)[nH]c1C(=O)OCC
 : -17% | -16% | -3% | -19 | 9% | 4%
> Clc1ccc(Nc2nc(-c3ccccc3)c3ccccc3n2)c(Cl)c1
 : / | -7% | / | -3 | 5% | /
> CC1(C)O[C@@H]2[C@H](O1)[C@@H](CO)O[C@H]2n1cc(Br)c(=O)[nH]c1=O
 : / | / | 5% | -5 | / | -16%
> COc1cc(/C=C/C(=O)OCC(=O)Nc2ccc3c(c2)OCO3)ccc1O
 : / | / | ? | -15 | / | -11%
> O=S1(=O)CCOCCCN1Cc1ccccc1F
 : 14% | 8% | 51%[activator] | -12 | ? | 105%[activator]
> COc1cc(-c2noc(C)c2/C=C/c2cccc([N+](=O)[O-])c2)cc(OC)c1OC
 : 5% | -31% | ? | -31 | -10% | 50%
> O=C(C[n+]1ccc(C(=O)N/N=C/c2ccc(Cl)cc2Cl)cc1)c1ccccc1
 : 0% | 6% | 2% | 2 | ? | -31%
> COc1ccc(OC)c(N(CC(=O)N2CCC(C)CC2)S(=O)(=O)c2ccccc2)c1
 : 5% | 1% | 7% | -3 | 4% | 54%
> COc1ccc(Cl)cc1NC(=O)CSc1nnc(C2CC2)n1N
 : / | 4% | 9% | -22 | ? | -27%
> C[C@H](NC(=O)c1nc[nH]c1C(=O)NCc1ccccc1)C(=O)OC(C)(C)C
 : ? | 0% | -28% | -11 | 3% | 48%
> NC(=O)COC(=O)c1ccc2c(c1)S(=O)(=O)c1ccccc1C2=O
 : -7% | -2% | 6% | -12 | -7% | -6%
> O=[N+]([O-])c1ccc(Cl)c(S(=O)(=O)Nc2cccc(-c3ccc(N4CCOCC4)nn3)c2)c1
 : / | 1% | 10% | ? | -11% | -34%
> COc1cc(Cl)c(C)cc1NC(=O)CN(C)Cc1cccc(OC)c1OC
 : 13% | 10% | 10µM* | 2 | ? | 127%[activator]
> CC1CCc2c(sc(NC(=O)c3ccc(Cl)cc3Cl)c2C#N)C1 (stereo not drawn)
 : / | 5% | / | -5 | 4% | /
> CCc1ccc(N2CN(Cc3ccco3)CNC2=S)cc1
 : 8% | 0% | -9% | ? | 0% | -7%
> Cn1cc([N+](=O)[O-])c(C(=O)Nc2ccc3c(C(F)(F)F)cc(=O)oc3c2)n1
 : / | 3% | ? | -99* | ? | 2%
> Cc1cccc(-c2nc(CS(=O)CC(=O)NCCc3ccccc3)c(C)o2)c1 (stereo not drawn)
 : 9% | -25% | -27% | -12 | ? | 98%[activator]

(list continues)
Every second line gives: FBPA Giardia inh | Sm TGR block | HCV inh | HCMV inh | AmpC inh detg | AmpC inh no detg
> O=C(CSc1nnc(-c2cccc(S(=O)(=O)N3CCCCC3)c2)o1)c1ccc[nH]1
 : -2% | 0% | -27% | 97 | -7% | -31%
> CCN1C(=NCCOC)N[C@@H](c2cccc(C(F)(F)F)c2)C(C(=O)OC)=C1C
 : -3% | -18% | ? | -33 | ? | 21%&42%
> O=C(Nc1c(-c2ccccc2)nc2c(Br)cc(Br)cn12)c1ccco1
 : 5% | -30% | -2% | 21 | -17% | -18%
> COc1ccc(OC)c(S(=O)(=O)NC2CCCCNC2=O)c1 (stereo not drawn)
 : 2% | -15% | 9% | / | -4% | -5%
> Cc1ccccc1NC(=O)C(C)N1C(=O)c2ccccc2C1=O (stereo not drawn)
 : 0% | 3% | 12% | -19 | -1% | -1%
> CC(=O)c1c(C)oc2ccc(N(C(=O)Oc3ccccc3)S(=O)(=O)c3ccccc3)cc12
 : / | 0% | / | 35 | 3% | /
> CCC(=O)C1=C(c2ccc(OC)c(OC)c2)N(C(=O)CC)n2c(nnc2-c2ccc(C)cc2)S1
 : / | 11% | / | 34 | 2% | /

Reformatted as labelled records: entries from further up
> Cc1cccc(N(CC(N)=O)C2SC(=O)N(Cc3cccc(C(=O)O)c3)C2=O)c1 (stereo not drawn)
  FBPA Giardia inh = /
  Sm TGR block = -21%
  HCV inh = /
  HCMV inh = 2
  AmpC inh detg = -7%
  AmpC inh no detg = /
> CCN1C(=NCCOC)N[C@@H](c2cccc(C(F)(F)F)c2)C(C(=O)OC)=C1C
  FBPA Giardia inh = -3%
  Sm TGR block = -18%
  HCV inh = ?
  HCMV inh = -33
  AmpC inh detg = ?
  AmpC inh no detg = 21%&42%
> NC(=O)COC(=O)c1ccc2c(c1)S(=O)(=O)c1ccccc1C2=O
  FBPA Giardia inh = -7%
  Sm TGR block = -2%
  HCV inh = 6%
  HCMV inh = -12
  AmpC inh detg = -7%
  AmpC inh no detg = -6%
> CCn1c(SCC(=O)N(C)Cc2ccc(OC)c(F)c2)nc2cc(S(N)(=O)=O)ccc21
  FBPA Giardia inh = -11%
  Sm TGR block = 1%
  HCV inh = 0%
  HCMV inh = -12
  AmpC inh detg = ?
  AmpC inh no detg = -8%
